# Compound activity: PubChem BioAssay, National Center for Advancing Translational Sciences (NCATS)
# PTAP TSG101 blk – qHTS Assay for Iinhibitors of HIV-1 Budding by Blocking the Interaction of PTAP/TSG101; Tumor susceptibility gene 101 protein (Homo sapiens), Q99816; Fluorescence polarization, FITC-PTAP peptide / Tsg101 binding; Potency, µM (top dose mostly 115 µM), for inactives: top-dose activity change, negative = inhibition, actives largely listed as inhibitors; 340,000 tested, under 10 active; AID 493005, 2010; active means well fitted inhibition curve with a large enough effect in the main read-out, with a control signal flat, not every such curve was filed as active; inconclusive means small, poorly fitted or top-dose-only effect, or effect the other way, or a change in a side signal; inactive means no such curve, though single readings can be large or run the other way; further: potency means the concentration at half of the fitted maximal effect; % of control where 0% means no effect
#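 FP read-out: FITC-PTAP peptide, 50 nM final, binding Tsg101 binding domain, 10 uM final; 20 min, r.t.; 10 mM HEPES pH 7.5, 0.15 M NaCl, 0.01% Tween 20, 3 mM EDTA, 0.1 mM TCEP.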
# ASM inhibitor – Inhibitors of Secretory Acid Sphingomyelinase (S-ASM): qHTS | Sphingomyelin phosphodiesterase (Homo sapiens), P17405 | placental ASM, HMU-PC fluorogenic substrate, 60 min | Potency, µM (highest dose often 57.5 µM), for inactives: top-dose activity change, negative = inhibition, usual class: inhibitors | hit rate 0.006% among 340,000 | AID 504937, 2011; further: potency means the concentration at half of the fitted maximal effect
#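 qHTS format. ASM enzyme prepared from human placenta hydrolyses the fluorogenic substrate HMU-PC0 (9 uM final) over 60 min at 37 °C after a 10 min compound preincubation.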
# ELG1 genotox – qHTS screen for small molecules that induce genotoxicity in human embryonic kidney (HEK293T) cells expressing luciferase-tagged ELG1; HEK293T ELG1-luciferase reporter, luminescence, 16 h; Potency, µM (top dose mostly 46 µM), for the others: at the top dose activity change, positive = activation, hits mostly activators; hit rate 1.3% among 330,000; AID 504466, 2011; further: potency means the concentration at half of the fitted maximal effect; % of control where 0% means no effect; nearly all actives have a fitted effect of over 60% in size
#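 HEK293T cells expressing luciferase-tagged ELG1 were exposed to compound or DMSO vehicle for 16 hr at 37 °C and 5% CO2. Luciferase activity was then measured with ONE-Glo after 30 min at room temperature.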
# p53 reactivation – qHTS assay for re-activators of p53 using a Luc reporter; H1299 p53-A138V BP100-luciferase reporter, luminescence, 24 h; Potency, µM (series often up to 92.2 µM), for inactives: top-dose activity change, positive = activation, most hits filed as activators; hit rate 0.063% among 320,000; further: potency means the concentration at half of the fitted maximal effect; % of control where 0% means no effect; nearly all actives have a fitted effect of over 45% in size
#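 p53-null H1299 cells stably carrying temperature-sensitive p53-A138V and a BP100-luciferase reporter were pinned with compounds (4-point, 1:5 series) and held 24 hrs at 37 deg C. Luminescence was read 10 min after detection reagent.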
# USP2a inh – qHTS Assay for Inhibitors of Ubiquitin-specific Protease USP2a Using CHOP2 as the Reporter; Potency, µM (titrated, usually from 38.3 µM), without a hit: top-dose activity change, negative = inhibition, usual class: inhibitors; hit rate 0.01% among 330,000; USP2 core, Ub-CHOP2 coupled fluorogenic reporter, 485/531; AID 463254, 2010;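 further: potency means the concentration at half of the fitted maximal effect; plate controls were DMSO wells for no effect and full inhibition by NEM control for full effect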
# Target sequence (O75604 whole entry, looked up): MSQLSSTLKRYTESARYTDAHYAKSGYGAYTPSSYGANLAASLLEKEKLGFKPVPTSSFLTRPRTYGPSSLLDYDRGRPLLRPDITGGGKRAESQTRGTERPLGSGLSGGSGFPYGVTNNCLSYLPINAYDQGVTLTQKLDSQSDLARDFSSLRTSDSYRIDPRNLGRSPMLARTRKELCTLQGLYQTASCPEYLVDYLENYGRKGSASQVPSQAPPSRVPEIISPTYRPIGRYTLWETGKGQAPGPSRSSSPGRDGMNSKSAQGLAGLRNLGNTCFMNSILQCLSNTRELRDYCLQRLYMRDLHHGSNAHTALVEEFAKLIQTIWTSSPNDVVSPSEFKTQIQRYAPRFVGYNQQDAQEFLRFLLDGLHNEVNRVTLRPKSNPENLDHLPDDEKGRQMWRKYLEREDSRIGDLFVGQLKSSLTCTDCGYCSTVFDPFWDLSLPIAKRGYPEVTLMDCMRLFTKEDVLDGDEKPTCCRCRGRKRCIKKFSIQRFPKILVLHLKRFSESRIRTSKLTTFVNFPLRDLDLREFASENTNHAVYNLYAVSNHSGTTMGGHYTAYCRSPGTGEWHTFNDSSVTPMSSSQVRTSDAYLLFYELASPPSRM
#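 Deubiquitinase activity read as fluorescence (485/531 nm) after Ub-CHOP2 cleavage activates the enterokinase reporter on its substrate; USP2 core 10nM, Ub-CHOP2 and substrate 25nM each, 30min compound preincubation then 60min RT; data normalized to NEM, curves fitted.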
# uPA surface inh – qHTS for Inhibitors of Cell Surface uPA Generation | Potency, µM (highest dose often 38.3 µM), for the others: at the top dose activity change, negative = inhibition, actives largely listed as inhibitors | AID 540303, 2011 | hit rate 0.31% among 330,000 | cell surface uPA generation assay, qHTS; active means well fitted inhibition curve with a large enough effect; inconclusive means small, poorly fitted or top-dose-only effect; inactive means no such curve, though single readings can be large or run the other way; tested in mouse RAW 264.7 cells; further: potency means the concentration at half of the fitted maximal effect; on the % scale 0 is the no-effect control and ±100 the full control effect; nearly all actives have a fitted effect of over 55% in size
# Eya2 inh – qHTS Assay for Inhibitors of the Phosphatase Activity of Eya2; recombinant Eya2, OMFP fluorescence dephosphorylation (OMFP is methylfluorescein phosphate); Potency, µM (highest dose often 76.9 µM), without a hit: at the highest dose activity, negative = inhibition, actives largely listed as inhibitors; hit rate 0.006% among 330,000; AID 488837, 2010; further: potency means the concentration at half of the fitted maximal effect; on the % scale 0 is the no-effect control and ±100 the full control effect
#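 Eya2 protein (added as 0.2 uM solution) was preincubated with compound for 10 min at ambient temperature in 50 mM HEPES pH 7.5, 50 mM NaCl, 5 uM MgCl2, 0.05% BSA, 1 mM DTT. OMFP (added at 50 uM) then reacted 10 min; fluorescence read at 485/525 nm.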
# TRPV1 ag – HTS Assay for Compounds that Act as Agonists of the Vanilloid Receptor 1 | hit rate 0.19% among 320,000 | TRPV1-expressing cells, Fluo-8 calcium influx, agonist mode | AID 540275, 2011 | Transient receptor potential cation channel subfamily V member 1 (Homo sapiens), Q8NER1 | activation, % at 8.33 µM; in the data active means activation above about 80%; inconclusive means between about 30% and that limit; further: 0% is about no effect
#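 Cells expressing TRPV1 were dye-loaded with Fluo-8 and read kinetically: 10 s baseline, 3 min after compound (agonist portion), then 2 min after EC20 capsaicin (allosteric enhancer portion). Calcium-bound dye fluorescence at 480/520 nm.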
# a7 integrin act – qHTS for Activators of Integrin-Mediated Alleviation for Muscular Dystrophy. alpha7betagal myoblasts, beta-gal FDG fluorescence, 48 h. Potency, µM (series often up to 38.3 µM), without a hit: at the top dose activation, hits mostly activators. hit rate 0.064% among 350,000. AID 624291, 2012;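 further: potency means the concentration at half of the fitted maximal effect; 100% = response of the positive control SU9516; nearly all actives have a fitted effect of over 60% in size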
#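 Alpha7betagal+/- myoblasts (passage 13) were plated 16-24 hr, then exposed to compounds (1:260 dilution of DMSO stock) for 48 hours at 37C. After MPER lysis, β-galactosidase reporter activity was read as FDG fluorescence (ex 480/em 540) after 30 minutes.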
# BRCA1 expr up – qHTS Assay to Identify Small Molecule Activators of BRCA1 Expression; MCF7-BRCA1-FFLuc reporter, luminescence, 48 h; response scale: scaled: vehicle 0%, 10 µM genistein 100%; Potency, µM (top dose mostly 46.1 µM), without a hit: top-dose activation, usual class: activators; hit rate 1.1% among 380,000; AID 624202, 2012; further: potency means the concentration at half of the fitted maximal effect; nearly all actives have a fitted effect of over 80% in size; some results filed as inactive show a strong effect at the top dose
#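 Activators of BRCA1 expression were detected as increased firefly luciferase luminescence in engineered MCF7 cells after 48 h compound incubation. Signals were scaled to genistein 10 microM as full activation.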
# B2AR arrestin – qHTS assay of beta-arrestin-biased ligands of beta2-adrenergic receptor; Beta-2 adrenergic receptor (Homo sapiens), P07550; beta-arrestin recruitment to beta2AR, cell-based reporter; Potency, µM (highest dose often 46.1 µM), for inactives: at the top dose activation, actives largely listed as activators; hit rate 0.02% among 330,000; AID 492947, 2010;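 further: potency means the concentration at half of the fitted maximal effect; 0% = DMSO controls and full agonism = EC100 isoproterenol or metaproterenol; nearly all actives have a fitted effect of over 65% in size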
# Target sequence (P07550 whole entry, looked up): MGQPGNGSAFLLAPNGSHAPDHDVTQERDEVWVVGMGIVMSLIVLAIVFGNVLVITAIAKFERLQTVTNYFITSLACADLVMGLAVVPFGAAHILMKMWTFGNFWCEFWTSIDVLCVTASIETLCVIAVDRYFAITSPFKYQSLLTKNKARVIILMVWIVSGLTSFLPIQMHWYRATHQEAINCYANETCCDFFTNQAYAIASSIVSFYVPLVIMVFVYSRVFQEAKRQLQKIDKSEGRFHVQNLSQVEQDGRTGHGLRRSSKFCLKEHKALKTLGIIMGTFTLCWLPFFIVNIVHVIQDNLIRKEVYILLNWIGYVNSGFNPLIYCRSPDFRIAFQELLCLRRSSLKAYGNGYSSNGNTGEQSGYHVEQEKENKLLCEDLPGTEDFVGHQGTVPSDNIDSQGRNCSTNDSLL
# * = called active by the depositor; ? = inconclusive; nt = no result given; [ ] = remark or other dose. Unless noted, the call rests on the fitted dose curve; in most records, active means well fitted curve in the direction sought with a large enough effect; inconclusive means small, poorly fitted or top-dose-only effect, or another doubt; inactive means no such curve, though single readings can be large; an effect the other way counts as inactive or inconclusive.
# Below each SMILES – PTAP TSG101 blk | ASM inhibitor | ELG1 genotox | p53 reactivation | USP2a inh | uPA surface inh | Eya2 inh | TRPV1 ag | a7 integrin act | BRCA1 expr up | B2AR arrestin
CC(C)CN1CCN(Cc2ccc(Oc3ncccn3)cc2)CC1CCO (stereo not given)
→ -1% | 3% | 0% | 5% | 1% | -10% | 5% | 5 | -12% | 5% | -0.7%
O=C(NCc1ccc(C(F)(F)F)cc1)C12CN(Cc3ccccc3)CC1C(c1cccc([N+](=O)[O-])c1)=NO2 (stereo not given)
→ -3% | -1% | -3% | 2% | 1% | 14% | -8% | 3 | -12% | -23% | 0.1%
Cc1ccnc(-n2sc3ccccc3c2=O)n1
→ 0% | 2% | 15% | 1% | 0% | -5% | -31% | 24 | -52%[inhibitor] | -29% | -0.1%
CCCCN(C)CCC(=O)Nc1ccc(OC)cc1OC
→ -2% | 6% | 3% | 2% | 4% | 5% | -19% | 2 | 20% | 21% | 0.4%
CCNc1ccc(S(=O)(=O)N(C)C)cc1NCC(=O)Nc1ccccc1Br
→ 0% | -2% | 0% | -1% | -5% | -3% | -5% | 13 | -27% | -23% | -0.2%
Cn1c(SCC(=O)Nc2ccccc2F)nnc1-c1cc2ccccc2o1
→ 0% | 0% | 19% | 4% | 3% | 5% | -18% | -3 | 5% | 6% | 0.3%
CCN(CC)C(=O)COc1ccc(/C(C)=N/NC(=O)c2ccccc2Br)cc1
→ -2% | 8% | 0% | 11% | 5% | 6% | 5% | 0 | 10% | 4% | -0.2%
CNS(=O)(=O)c1cccc(C(=O)NCC2(N3CCOCC3)CCCCC2)c1
→ 0% | 2% | -4% | 9% | -1% | -9% | 10% | -5 | 11% | -8% | 0.1%
Cc1ccc(C)n1-c1ccc(C(=O)NC2CCN(Cc3ccccc3)CC2)cc1
→ -1% | -1% | 14% | ? | 1% | ? | 0% | 2 | -37% | -36% | -0.1%
O=c1c(-c2ccccc2)coc2c(CN3CCCC3)c(O)ccc12
→ -4% | 130%[activator] | 1% | -1% | -1% | nt | 4% | -1 | 11% | 10% | 2.9%
O=c1[nH]c2nc(Cl)nc(Cl)c2[nH]1
→ 0% | 0% | nt | nt | nt | 4% | nt | nt | ? | -5% | nt
COC(=O)c1cc(NC(=O)c2ccccc2F)cc(C(=O)OC)c1
→ -3% | -3% | -14% | -2% | 0% | 0% | -1% | -17 | -2% | 0% | -0.4%
Cc1cc(C)n2nc(C(=O)N3CCCC(CNS(=O)(=O)c4cccs4)C3)cc2n1 (stereo not given)
→ -5% | -2% | 4% | 3% | 1% | 0% | 2% | 0 | -29% | -5% | -0.4%
COc1cccc(CC(=O)Nn2c(C)nc3ccccc3c2=O)c1
→ 0% | 3% | 0% | 5% | 4% | 7% | -2% | 2 | 10% | 17% | -0.2%
CC(=O)Nc1ccc(S(=O)(=O)C(C#N)c2nc3ccccc3nc2NCCO)cc1 (stereo not given)
→ -3% | nt | -1% | -3% | 2% | 2% | 8% | 1 | 23% | -1% | 0.0%
O=C(C1CCN(S(=O)(=O)Cc2ccccc2)CC1)N1CCCc2ccccc21
→ 2% | -3% | -4% | 2% | -6% | 3% | -11% | 14 | -14% | -12% | -0.2%
COc1ccc(NC(=O)c2[nH]c(C)c(C(C)=O)c2C)cc1Cl
→ -8% | 0% | 6% | ? | 0% | -7% | 11% | 3 | 28% | -2% | -0.1%
Cc1cc([N+](=O)[O-])ccc1NCc1cccc([N+](=O)[O-])c1
→ -8% | -7% | -12% | -1% | -11% | -17% | -13% | 7 | 27% | -48% | -0.6%
CN(C)S(=O)(=O)c1ccc(C(=O)NCCSc2ccc(Br)cc2)cc1
→ 0% | nt | -4% | -5% | 2% | -6% | 4% | ? | 3% | -2% | -1.4%
COc1ccc(S(=O)(=O)N2CCN(C)CC2)cc1NC(=O)c1ccccc1F
→ 0% | 3% | -5% | -3% | 0% | -3% | 5% | -1 | 0% | -11% | 0.3%
CCc1ccc(N2CC(C(=O)Nc3cc(C)ccc3F)CC2=O)cc1 (stereo not given)
→ 3% | -2% | -2% | -4% | -1% | -6% | 1% | 1 | 9% | 0% | -0.1%
O=C(O)CC(C(=O)O)c1ccc(OCCCCOc2ccc(C(CC(=O)O)C(=O)O)cc2)cc1 (stereo not given)
→ 0% | 5% | 0% | nt | 2% | 2% | 14% | 5 | 0% | -2% | 0.8%
O=C(Nc1ccc(Cl)cn1)c1ccc(-c2cc(Cl)ccc2Cl)o1
→ -1% | 3% | 3% | 6% | -2% | -2% | 15% | 0 | ? | 0% | -0.1%
Cc1csc(SCC(=O)NC2CCCCC2)n1
→ -1% | 5% | 0% | 1% | 1% | -1% | 4% | 2 | -4% | 6% | 0.3%
CCCCOC(=O)c1ccc(NC(=S)NC(=O)c2ccco2)cc1
→ -2% | -2% | -1% | 18% | -6% | -20% | 4% | 18 | -1% | -7% | -0.7%
O=C(COC(=O)c1ccccc1-n1cnnn1)c1ccc(Br)cc1
→ 0% | nt | 18µM* | 18% | 1% | -10% | 23% | 3 | -9% | -34% | -1.0%
Cc1c(NC(=O)CN2C(=O)c3ccc([N+](=O)[O-])cc3C2=O)c(=O)n(-c2ccccc2)n1C
→ -3% | -1% | 2% | 1% | 3% | 0% | -10% | -6 | 9% | -1% | -0.1%
COc1ccccc1NS(=O)(=O)c1cccc(C(=O)NCC(c2cccs2)N(C)C)c1 (stereo not given)
→ -2% | -2% | nt | nt | nt | -5% | nt | nt | ? | -3% | nt
CSc1nc(C)cc(SC(C(C)=O)C(=O)Nc2ccccc2)n1 (stereo not given)
→ -7% | 0% | 4% | 14% | -6% | -6% | -12% | 10 | 15% | 0% | 0.1%
COC(=O)C1CSC(C(=O)OC)N1C(=O)Nc1c(C)cccc1C (stereo not given)
→ -3% | 7% | 0% | 17% | 2% | nt | -5% | -2 | 19% | 4% | 0.1%
Cc1ccc(C(=O)CSc2nnc(-c3ccco3)n2Cc2ccccc2)cc1
→ -7% | -7% | 13% | 10% | -8% | -2% | -36% | 6 | 0% | 70% | -0.9%
CCOc1ccc(NC(=O)CNC(=O)COc2ccccc2)cc1
→ -1% | 2% | 7% | 20% | -7% | 1% | -2% | -1 | -11% | 3% | -0.7%
Cc1ccc(OC(F)F)c(NC(=O)Nc2ccc3c(c2)OCO3)c1
→ -12% | -2% | -5% | 7% | 0% | 3% | 1% | 1 | 16% | -8% | -0.3%
